NCI-60 one-dose screen, 48 h, at 10 µM unless noted. Numbers give growth in % (100 = growth as untreated, 0 = no growth, -100 = all killed).
MCF7 = MCF7 breast cancer | hit rate 6.3% among 82,000
MOLT-4 = MOLT-4 leukemia cells; hit rate 6.9% among 80,000; AID 1794779
SR = SR leukemia cells; hit rate 8.7% among 73,000; AID 1794780
K-562 = K-562 leukemia; hit rate 7.4% among 78,000; AID 1794777
RPMI-8226 = RPMI-8226 leukemia cells; hit rate 7.5% among 77,000
CCRF-CEM = CCRF-CEM leukemia | hit rate 7% among 77,000
MDA-MB-468 = MDA-MB-468 breast cancer; hit rate 8.5% among 78,000; AID 2202374
MDA-MB-231 = MDA-MB-231 breast cancer; hit rate 5% among 81,000
* hit, by the source's call; . = no result given; [ ] = remark or other dose. How the source made its calls: active means growth percent below 10; inactive means the rest.

Preview, 2 compounds:
SMILES	MCF7	MOLT-4	SR	K-562	RPMI-8226	CCRF-CEM	MDA-MB-468	MDA-MB-231
CS(=O)(=O)c1ccc(-c2nc3cc(Cl)ccc3n2CC(=O)NN)cc1	91	95	.	96	96	94	107	94
CCCCCCCSc1ccc(C(=O)O)cc1	84	106	104	105	92	91	.	112

Results (from the top)
SMILES	MCF7	MOLT-4	SR	K-562	RPMI-8226	CCRF-CEM	MDA-MB-468	MDA-MB-231
CS(=O)(=O)c1ccc(-c2nc3cc(Cl)ccc3n2CC(=O)NN)cc1	91	95	.	96	96	94	107	94
CCCCCCCSc1ccc(C(=O)O)cc1	84	106	104	105	92	91	.	112
COCn1c(C(=O)OC)cc2oc(/C=C3/NC(=S)NC3=O)cc21	111	.	.	92	.	103	.	107
COc1ccc(-c2csc(/N=C3\C(=O)Nc4ccc(C)cc43)n2)cc1	98	117	103	90	79	83	105	91
CC1=CC(C)C(=O)N(C)C(C)=C1 (configuration not stated)	97	87	107	89	105	102	99	125
CC(C)=CCCC1=C2[C@H](C[C@@]3(C)[C@H]2C/C(=N\O)[C@H]2[C@@]4(C)CC/C(=N\O)[C@@H](C)[C@@H]4CC[C@@]23C)OC1=O	82	73	80	94	82	99	89	94
CC(=O)NCC1(c2ccccc2)CCN(CC2COc3ccccc3O2)CC1 (configuration not stated)	87	112	101	101	100	101	106	112
CCOc1cccc(N(CCN(C)C)C(=O)C(c2ccccc2)c2ccccc2)c1	94	65	66	89	80	84	68	56
CC(C)C[C@H](C(=O)N[C@@H](C)C(N)=O)N1CC=CCN(O)S1(=O)=O	.	102[5 µM]	95[5 µM]	117[5 µM]	106[5 µM]	105[5 µM]	109[5 µM]	98[5 µM]
Cc1ccc2c(n1)C(=O)C(Cl)=C(Nc1ccc(C(=O)OC(C)(C)C)cc1)C2=O	11[9.25 µM]	-7.0*[9.25 µM]	-12*[9.25 µM]	0.7*[9.25 µM]	-0.5*[9.25 µM]	-23*[9.25 µM]	-50*[9.25 µM]	54[9.25 µM]
C=C1C(=O)O[C@H]2[C@H]1CC/C(Cn1cc(CNCCc3c[nH]c4ccc(OC)cc34)nn1)=C\CC[C@@]1(C)O[C@@H]21	97	107	.	85	89	57	51	94
O=S(=O)(NCCCNc1nccc(-c2[nH]c(-c3ccccc3)nc2-c2ccc(F)c(O)c2)n1)c1ccccc1	95	51	51	61	49	48	88	82
CSC1=Nc2c(c(C)c(C)n2CCCCCC(=O)O)C2=NC(=O)CN12	100	108	113	109	98	102	94	103
CCOC(=O)/C=C\C(=O)O	94	102	100	100	104	92	108	114
CC(C)CN[C@H]1CS(=O)(=O)C[C@@H]1S(=O)(=O)c1ccc(Cl)cc1	71	81	69	73	81	47	73	92
Cn1cnc([N+](=O)[O-])c1Sc1ncnc2c1ncn2C1OC(CO)C(O)C1O (configuration not stated)	26	63	66	25	70	.	35	76
C=C1CC[C@H](C(C)C)[C@@H]2[C@H]1[C@H]1CC(=C)[C@@H](O)CC[C@@](C)(O)[C@@H]2O1	97	119	.	98	93	94	89	105
CC(C)C1=CC2=CC[C@@H]3[C@](C)(CCC[C@@]3(C)C(=O)OCC#Cc3ccc([N+](=O)[O-])cc3)[C@H]2CC1	80	71	71	58	65	53	71	96
O=C(C[n+]1ccccc1Br)c1ccccc1	92	90	79	89	103	88	72	112
COc1ccc(NC(=S)Nc2ccc(OC)cc2)cc1	92	85	87	100	102	102	115	104
COc1ccc(-c2c(C(N)=O)c(N)n(Cc3nc4ccccc4[nH]3)c(=O)c2C#N)c(OC)c1	77	102	90	101	99	107	99	92
COc1cc2c(c(OC)c1OC)C(=O)CC(c1cccc(NC(=O)c3cccc(N)c3)c1)O2 (configuration not stated)	58	43	48	48	57	49	66	68
O=C1Cn2c(nc3ccccc32)N1	100	96	91	98	100	96	.	103
O=C1Nc2ccc(F)cc2/C1=N/c1nnc(Sc2ccc3[nH]ccc3c2)s1	95	106	100	106	102	106	101	103
CC(C)CCOCC(O)CNCCN (configuration not stated)	96	101	.	104	103	95	99	.
COC(=O)[C@]1(C)CCC[C@]2(C)[C@H]3C[C@H]4C(C(C)C)=C[C@]3(CC[C@H]21)[C@@H]1C(=O)CC[C@H](OCCC#N)[C@@H]14	60	49	59	90	68	82	70	74
Cc1ccc2c(c1)/C(=N/c1nc(-c3ccc(O)cc3)cs1)C(=O)N2	97	69	88	102	89	87	99	91
O=C1NC(=O)C(c2coc3ccc(O)cc23)=C1c1c[nH]c2ccccc12	73	75	51	72	77	79	65	69
COc1cc(OC)c(/C=C/S(=O)(=O)Cc2ccc(OC)c(NCC(=O)NO)c2)c(OC)c1	11	16	12	12	20	15	40	25
O=c1[nH]c2ccc(Cl)cc2cc1CSc1nccc(-c2ccc(-c3ccccc3)cc2)n1	85	92	94	87	91	78	74	58
C=CCN(CC=C)S(=O)(=O)c1ccccc1	92	108	98	108	96	97	108	125
C[n+]1cccc(C(=O)NN)c1	98	88	95	95	104	98	105	105
CCOc1ccc(-n2nc(C(=O)NCc3cccc(C)c3)nc2-c2cc(OC)c(OC)c(OC)c2)cc1	86	57	76	80	89	96	99	89
COC(c1cc2c(cc1Br)OCO2)C(C)Br (configuration not stated)	91	114	102	105	104	99	110	110
O=C(/C(=N/O)S(=O)(=O)c1ccccc1)c1ccc(Cl)cc1	103	95	83	89	104	100	108	115
CC(=O)[C@H]1CC[C@H]2[C@@H]3CC[C@@H]4CC(=O)CC[C@]4(C)[C@H]3C[C@H](O)[C@]12C	100	115	112	118	64	97	106	101
Cn1c(=O)c2[nH]c(Cc3cccc(O)c3)nc2n(C)c1=O	99	118	107	133	97	75	114	111
O=C1C=C(Nc2ccccc2)C(=O)C=C1Nc1ccccc1	100	100	100	99	109	100	111	126
N#Cc1c(-c2ccc(F)cc2)nc(SCc2ccc([N+](=O)[O-])cc2)[nH]c1=O	92	76	.	69	86	85	117	95
Cc1cc(C)cc(NC2=C(Cl)C(=O)c3nc(C)ccc3C2=O)c1	-44*	25	41	6.6*	-15*	7.9*	-76*	54
CSc1ccc(C(=NNS(=O)(=O)c2ccc(C)cc2)c2ccccc2)cc1	94	109	105	100	104	109	102	103
COc1cc(-c2nc(-c3nnc(-c4ccc(N(C)C)cc4)o3)c3ccccn23)cc(OC)c1OC	81	57	57	55	22	.	83	76
CCC(=O)CC1(C(=O)OC)NC(=S)NC(=O)C1C#N (configuration not stated)	94	103	93	91	109	100	98	110
CCOC(=O)C(C)(C(=O)OCC)c1cccc2ccccc12	99	98	91	93	103	96	100	107
Cc1c(-c2csc(N)n2)nnn1-c1ccc([N+](=O)[O-])cc1	90	77	71	78	85	67	105	99

Random excerpt: 3 compounds from above.
SMILES	MCF7	MOLT-4	SR	K-562	RPMI-8226	CCRF-CEM	MDA-MB-468	MDA-MB-231
O=C(/C(=N/O)S(=O)(=O)c1ccccc1)c1ccc(Cl)cc1	103	95	83	89	104	100	108	115
N#Cc1c(-c2ccc(F)cc2)nc(SCc2ccc([N+](=O)[O-])cc2)[nH]c1=O	92	76	.	69	86	85	117	95
COC(c1cc2c(cc1Br)OCO2)C(C)Br (configuration not stated)	91	114	102	105	104	99	110	110

Later entries:
SMILES	MCF7	MOLT-4	SR	K-562	RPMI-8226	CCRF-CEM	MDA-MB-468	MDA-MB-231
COc1ccc(-c2nc3ccccn3c2-c2nnc(-c3ccc(OC)c(OC)c3)o2)cc1	89	66	72	85	64	75	87	100
O=C1C=CC(=O)N1c1cccc2c(N3C(=O)C=CC3=O)cccc12	92	105	.	100	98	103	60	91
O=C(Nc1cc(Br)ccn1)c1cc2cc(Nc3nc(-c4ccccc4)nc4ccccc34)ccc2oc1=O	91	100	82	89	108	107	123	118
CCOC(=O)c1csc(C2OC(COC(=O)c3ccccc3)C(OC(=O)c3ccccc3)C2OC(=O)c2ccccc2)n1 (configuration not stated)	91	93	80	109	97	97	92	91
COc1ccc2c(c1)c(-c1nnc(N)nc1-c1cn(C)c3ccc(Br)cc13)cn2C	72	75	83	69	88	80	56	75
N=C(N)SCc1ccccc1 (tested in a mixture with another compound)	87	92	68	92	105	92	99	119
COc1cc(C2C(C#N)=C(c3c[nH]c4ccccc34)Nc3nc(N)[nH]c(=O)c32)cc(OC)c1OC (configuration not stated)	42	98	79	50	98	54	13	89
Cc1cc(=O)n2nc(SCc3nnc4n(Cc5ccccc5)c(=O)c5c6c(sc5n34)CCCC6)sc2n1	90	67	67	51	102	72	.	77
CCOC(=O)CCC(NC(=O)OCc1ccccc1)C(=O)NC(CCC(=O)OCC)C(=O)NNC(=O)OC(C)(C)C (configuration not stated)	100	102	100	94	102	108	113	108
COc1ccc(-c2cc(-c3nc(OC)nc(OC)n3)on2)cc1	95	101	98	99	97	110	119	106
CC(C)C(C#N)(C(=O)O)C(C)C	95	115	102	114	105	102	91	105
O=C(NCCc1ccccn1)OCc1nc2nc(Cl)nc(N3CCOCC3)c2[nH]1	16	4.1*	-23*	0.3*	-24*	0.9*	25	28
O=C(N/N=C/c1ccccc1O)Nc1nn[nH]n1	89	109	102	128	96	99	98	102
CC(C)CN1C(=O)C(O)(CC(=O)c2cc3ccccc3oc2=O)c2ccccc21 (configuration not stated)	35	44	21	32	60	52	81	80
c1ccc(CNc2nc(NCc3ccccn3)c3ccccc3n2)nc1	93	101	89	102	111	115	101	.
CC(C)CCC[C@@H](C)[C@H]1CC[C@H]2[C@@H]3CC[C@H]4C/C(=N/O)CC[C@]4(C)[C@H]3CC[C@]12C	103	96	100	91	101	100	99	99
O=c1[nH]c(-c2ccc(O)cc2)nc2n[nH]c(Nc3ccccc3)c12	45	43	22	15	63	34	49	87
CCCCCCCCS(=O)C(C)Cc1ccc2c(c1)OCO2 (configuration not stated)	102	103	108	113	104	93	112	118
CC12CCC3c4ccc(O)cc4CCC3C1CCC2O (configuration not stated)	110	80	87	79	86	87	99	100
CN1CC2(SC(=Nc3ccccc3)N(Nc3ccccc3)C2=O)C2(C1)C(=O)N(C)c1ccccc12 (configuration not stated)	104	94	98	95	102	100	102	94
CCOC(=O)/C(Cc1ccnc2ccccc12)=N/O	99	104	99	95	.	96	83	104
COc1cc(OC)cc(-c2nn(CC(=O)N3CCc4ccccc4C3)c3ncnc(N)c23)c1	100	98	90	98	91	97	95	89
CCOC(=O)C1=C(c2ccccc2)N(C)C(=O)NC1c1ccc2c(c1)OCO2 (configuration not stated)	103	97	95	98	101	100	93	107
COC(=O)c1ccc(-n2cc(CCCOS(=O)(=O)c3ccc(C(=O)OC)cc3)nn2)cc1	95	97	101	98	101	99	106	102
O=c1ccc(=O)n(-c2ccccc2)[nH]1	96	101	98	101	.	97	105	.
CC1(C)C(=O)CC[C@@]2(C)[C@@H]3CC[C@@](O)(C(C)(C)O)C=C3CC[C@H]12	110	101	97	101	98	98	103	105
COc1ccc(C(C)=O)cc1N	102	110	95	108	106	109	98	89
COc1ccc(C2=NN(C(C)=O)C(c3ccc(N4CCOCC4)cc3)C2)cc1OC (configuration not stated)	89	100	118	89	.	102	95	91
O=C(O)c1cccc(O)c1C(=O)O	89	91	96	99	103	102	107	106
CC(C)(C)CN=C(N)N	92	100	98	90	97	94	105	112
N#Cc1c(-c2ccc(Cl)cc2Cl)c2c(N)nn(-c3ccccc3)c2oc1=O	87	96	92	93	97	99	142	102
COc1ccc(S(=O)(=O)N2CCC(c3nc(/C=C4/C(=O)Nc5ccccc54)c4ccccn34)CC2)cc1	61	95	.	92	.	95	95	71
NS(=O)(=O)c1ccc(C(=O)N/N=C(\CS(=O)(=O)c2ccccc2)c2cc3cc(Br)ccc3o2)cc1	72	137	127	106	98	118	79	74
COC(=O)CC[C@H](C)[C@H]1CC[C@H]2[C@@H]3CC[C@@H]4C(c5nc6ccc(Cl)cn6c5NC(C)(C)C)=C(Cl)CC[C@]4(C)[C@H]3CC(=O)[C@]12C	48	67	68	55	65	63	.	67
CSc1nc(N)n(/N=C(\C)c2cccc(N)c2)c(=O)c1C#N	95	103	92	117	105	97	98	101
CC(C)(C)c1ccc(CN2C(=O)c3c(ccc(O)c3-c3ccc(C(F)(F)F)cc3)C2C(=O)O)cc1 (configuration not stated)	87	110	122	95	111	112	115	125
COc1cccc(-c2ccc3c(c2)NC(=O)/C3=C\c2ccc[nH]2)c1	11	34	8.4*	12	18	19	3.1*	53
COc1ccc2[nH]cc(-c3nnc(N)nc3-c3cn(C)c4ccc(F)cc34)c2c1	87	106	96	113	98	94	89	85
CCOC(=O)N1CCC2(CC1)NC(=O)c1ccccc1N2	92	98	97	104	104	100	102	116
CCCCCCCCCCCCOC(=O)OC1CCC2(C)C(=CCC3C2CCC2(C)C(C(C)CCCC(C)C)CCC32)C1 (configuration not stated)	118	117	.	106	109	108	112	105
CCCCCCCCN(CC)CC	105	75	90	85	111	102	114	106
O=C(NNC(=O)c1ccc(NC(=O)c2ccccn2)cc1)Nc1ccccc1	103	101	108	102	108	100	94	111
Nc1nn(C(=O)c2ccc(Cl)cc2)cc1-c1ccc(Cl)cc1	85	87	70	95	.	97	.	104

Grouped by structure, the compounds so far with a furan ring, fused or not
SMILES	MCF7	MOLT-4	SR	K-562	RPMI-8226	CCRF-CEM	MDA-MB-468	MDA-MB-231
COCn1c(C(=O)OC)cc2oc(/C=C3/NC(=S)NC3=O)cc21	111	.	.	92	.	103	.	107
O=C1NC(=O)C(c2coc3ccc(O)cc23)=C1c1c[nH]c2ccccc12	73	75	51	72	77	79	65	69
NS(=O)(=O)c1ccc(C(=O)N/N=C(\CS(=O)(=O)c2ccccc2)c2cc3cc(Br)ccc3o2)cc1	72	137	127	106	98	118	79	74

Bioassay records deposited in PubChem by NCI.
